Bioassay records (PubChem)
FECH inh: inhibitors of human ferrochelatase; calls only at 10 µM (by protocol); AID 1671448; 20,000 compounds, 3.3% hits; purified FECH, Ni-mesoporphyrin absorbance 550 nm;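 active = enzyme reaction rate more than 3 SD below the solvent-only control wells on the same plate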;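 also: lower slope than DMSO wells means FECH inhibition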
Target sequence (P22830 whole entry, looked up): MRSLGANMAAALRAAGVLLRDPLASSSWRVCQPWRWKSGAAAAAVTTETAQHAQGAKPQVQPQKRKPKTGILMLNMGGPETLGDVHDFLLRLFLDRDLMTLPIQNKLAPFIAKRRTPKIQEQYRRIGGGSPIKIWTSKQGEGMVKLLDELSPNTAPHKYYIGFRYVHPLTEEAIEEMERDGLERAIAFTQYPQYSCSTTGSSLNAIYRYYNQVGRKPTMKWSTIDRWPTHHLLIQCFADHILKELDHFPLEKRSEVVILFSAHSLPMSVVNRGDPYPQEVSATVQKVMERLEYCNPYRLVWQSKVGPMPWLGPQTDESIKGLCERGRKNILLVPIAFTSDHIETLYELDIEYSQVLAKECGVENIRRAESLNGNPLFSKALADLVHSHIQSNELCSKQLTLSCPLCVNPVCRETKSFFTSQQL
Calls only; i = inactive; + = active, no number.

SMILES	FECH inh
COc1ccc(-c2cc(C(=O)NCc3ccco3)[nH]n2)cc1S(N)(=O)=O	i
CCc1c(C)nc2ncnn2c1Sc1ccc(NC(=O)Nc2ccccc2F)cc1	i
Cc1nc2c(NCC3(COc4ccccc4)CC3)ncnc2o1	i
CC(C)SCCN1Cc2ncccc2C1=O	i
CCC(C(=O)N1CC=CC1)n1cc(C(C)=O)c2ccccc21 (stereo unspecified)	i
Cc1ccc(C(=O)Nc2cc(C)nn2-c2ncnc3c2cnn3-c2ccc(Cl)cc2)cc1	i
C=CCNc1nc(-c2nnc(-c3ccc(C)cc3)o2)nc2ccccc12	i
COc1ccc(NCc2nc3nc(C)c(Cc4ccc(Cl)cc4)c(=O)n3[nH]2)cc1	+
CCC(NC(=O)Cc1cn2ccsc2n1)c1nc(C)c(C)s1 (stereo unspecified)	i
CCc1cn[nH]c1C1CCN(C(=O)c2cc(=O)[nH]c3ccc(F)cc23)CC1	i
COc1ccccc1Nc1cc(C(C)C)nc2nc(-c3cccnc3)nn12	i
COc1ccc2cc([C@H](C)C(=O)Nc3cnc4n3CCCC4)ccc2c1	i
COc1ccccc1C(=O)Nc1nc2n(n1)C(c1ccc(F)cc1)C=C(c1ccccc1)N2 (stereo unspecified)	+
O=C(NCc1nncn1C1CCCCC1)c1cc2sccc2[nH]1	i
CC(C)Nc1ncc(C(=O)N(Cc2ccco2)C(C)C(C)C)cn1 (stereo unspecified)	i
COc1ccc(OC)c(C(C)n2ccnc2C(C)C)c1 (stereo unspecified)	i
OCC1(O)CCN(c2cccc(C(F)(F)F)n2)CC1	i
CC1CCN(c2ccc(NC(=O)CN3C(=O)c4ccccc4S3(=O)=O)cc2Cl)CC1	i
CCN(CC)CCNc1nc(Nc2ccc(C)cc2)c2cnn(-c3ccccc3)c2n1	i
OCC#Cc1csc(CN2CC3CC4CC2C[C@@H](C4)C3)c1	i
CC(=O)Nc1ccc(/C=C/c2ccccc2)cn1	i
CC(c1ccon1)N(C)C(=O)c1scc2c1CCCC2 (stereo unspecified)	i
Cc1ccc(OCC(=O)Nc2cc(C)nn2-c2ncnc3c2cnn3-c2ccc(Cl)cc2)cc1	i
Cc1nn(-c2cc(N3CCCC3)ncn2)c(C)c1CCC(=O)NCCc1ccc(Cl)cc1	i
CCOc1ncccc1C(=O)N1CCC2(CC1)C(=O)NCCCN2C	i
O=C(CO)NCC1CCN(Cc2ccccc2F)C1 (stereo unspecified)	i
COC(=O)c1cc(S(=O)(=O)N2CCCC2C(=O)NCc2ccc(OC)cc2)cn1C (stereo unspecified)	i
Cc1nn(-c2ccc(F)cc2)c(C)c1C(=O)N1CCOC2(CNCCOC2)C1 (stereo unspecified)	i
CCC(C(=O)Nc1ccc(Nc2nc(C)cc(Nc3ccccc3)n2)cc1)c1ccccc1 (stereo unspecified)	i
Cc1ccc(S(=O)(=O)N2CCC(CC(=O)NCCCN3CCOCC3)CC2)cc1	i
O=S(=O)(NCc1ccccc1)N1CCN(C2CCSCC2)CC1	i
Cc1cc(C(=O)N2CCN3CCNC(=O)C3C2)ccc1N1CCOCC1 (stereo unspecified)	i
COc1cc(-c2nccn2Cc2ccccc2Cl)cc(OC)c1O	i
O=C1NCC(=O)N2CCN(C(=O)CCN3CCCCCC3=O)CC12 (stereo unspecified)	i
Cc1cc(C)cc(S(=O)(=O)NCc2nc3cccnc3n2C)c1	i
Cc1ccc(N(Cc2nc3nc(C)cc(C)n3n2)S(=O)(=O)c2ccc(Cl)cc2)cc1	+
COc1ccc(-c2ncc3c(=O)n(Cc4ccccc4F)c(=O)n(C)c3n2)cc1	i
Clc1ccccc1CNc1ncnc2oc3c(c12)CCCC3	+
CCCc1nc2nc[nH]n2c(=O)c1NC(=O)NCc1cccc(OC)c1	i
CC1(C(=O)NC2CCCC2)C(=O)n2c(cc3cc(Cl)ccc32)C(=O)N1c1ccc(F)cc1 (stereo unspecified)	i
COc1ccc(Cn2c(CNS(=O)(=O)c3cccc(Cl)c3)nc3cccnc32)cc1	i
O=C(CNCCS(=O)(=O)N1CCCC1)NC1CCCCCCC1	i
CCN1CCN(C(=O)c2cccn2-c2nnc(N3CCCCC3)s2)CC1	i
Cc1ccc(C2=CC(c3c(F)cccc3Cl)n3nc(NS(=O)(=O)c4ccccc4)nc3N2)cc1 (stereo unspecified)	i
O=S(=O)(c1ccc(Cl)s1)N1CCC(n2c(C(F)(F)F)nc3cccnc32)CC1	i
Cc1cccc(C(=O)N2CC[C@@H](c3ccc4ccccc4c3)[C@H](O)C2)n1	i
CCC(NC(=O)c1cc2ncccn2n1)c1nc(C)c(C)s1 (stereo unspecified)	i
CC(C)c1cc(N2CCOC(c3ccc(Cl)cc3)C2)nc(C(F)(F)F)n1 (stereo unspecified)	i
CCCn1ncc(-c2ccnc(NCc3cnn(CC)c3)n2)c1C	i
O=C(Nc1ccccc1Cl)N1CCN(CCn2c(C(F)(F)F)nc3cccnc32)CC1	i

The listing continues.
SMILES	FECH inh
Cc1nn2cc(CCNC(=O)c3cc4n(n3)CCCN(C)C4)nc2s1	i
Cc1ccc2nsnc2c1NS(=O)(=O)NCc1ccccc1	i
O=C(CCCn1cccn1)NC1CC(=O)N(Cc2cccc3ccccc23)C1 (stereo unspecified)	i
O=C1CCS(=O)(=O)N1c1ccc(S(=O)(=O)NCCN2CCOCC2)cc1	i
CCCc1nc(N2CCC(NS(C)(=O)=O)CC2)c2cnn(C)c2n1	i
O=C(Nc1cccc(Cl)c1)N1CCC(n2cnc3cccnc32)CC1	i
COc1ccc(NS(=O)(=O)c2cc(N3C(=O)CCS3(=O)=O)ccc2OC)cc1Cl	i
c1cc(CN(Cc2ccsc2)CC2CCCO2)c2[nH]ccc2c1 (stereo unspecified)	i
Cn1cc(CN2C(=O)NC(Cc3ccc(F)cc3)(C3CCNCC3)C2=O)cn1 (stereo unspecified)	i
CCN(C)S(=O)(=O)NCCC1CN(Cc2ccco2)CCO1 (stereo unspecified)	i
CCn1cc(S(=O)(=O)N2CC(c3cccnc3)C2)c(C)n1	i
CCn1cnc(NC(=O)N(C)Cc2ccc(OC)cc2)n1	i
Cc1cccnc1CC(C)NC(=O)CSCc1ccccc1Cl (stereo unspecified)	i
COc1ccc(CNC(=O)c2cc(-c3ccc(OC)c(S(N)(=O)=O)c3)n[nH]2)cc1	i
CCc1nc(CN(C)Cc2ccc(OC)c(C)c2C)no1	i
CC(=O)NCCC1CN(Cc2cnn3c(C)cc(C)nc23)CCO1 (stereo unspecified)	i
CN(C)c1cc(N(C)CC2CC(=O)N(C(C)(C)C)C2)ncn1 (stereo unspecified)	i
COc1ccc(S(=O)(=O)NCc2nc3cccnc3n2C2CC2)cc1	+
CN(CC1(CO)CCCC1)c1ccnc(C(=O)NCc2cccnc2)c1	i
COC(=O)c1c(NC(=O)COc2ccccc2)sc2c1CCN(C(C)C)C2	i
CCCc1nc2nc[nH]n2c(=O)c1NC(=O)NCc1ccc(C)cc1	i
CS(=O)(=O)N1CCC(NCC2(N3CCOCC3)CCCCC2)CC1	i
CCOC(=O)c1c(NC(=O)c2ccc(Cl)s2)sc2c1CCN(C)C2	i
Cn1c(CCCNC(=O)c2c(O)cccc2O)nc2ccccc21	i
Cc1ccccc1-c1ncc(CN2CCCC2Cn2cccn2)s1 (stereo unspecified)	i
CN1CCC(Cc2noc(-c3cccc(-n4cnnc4)n3)n2)CC1	i
CCCc1nnc2sc(-c3ccc[nH]3)nn12	i
CCOc1ccc(C(=O)Nc2sc3c(c2-c2nc4ccccc4s2)CCN(C(C)=O)C3)cc1	i
CCN1CCc2c(sc(NC(=O)c3cccc(C(F)(F)F)c3)c2C(=O)OC)C1	i
CC(Cc1cnccn1)NC(=O)c1cc(-c2ccccc2)nn1C (stereo unspecified)	i
O=C(Nc1ccnn1C1CCN(c2cnccn2)CC1)c1ccccc1Cl	i
CC(C)CCNc1nc(Nc2ccc(F)cc2)c2cnn(-c3ccccc3)c2n1	i
CCOc1c(Nc2ccccc2CC)c(=O)c1=O	i
Cc1ccc(C2=CC(c3ccccc3Cl)n3nc(NC(=O)c4cccc(Cl)c4)nc3N2)cc1 (stereo unspecified)	+
CC(C)C(=O)N1CCc2c(c(C(=O)NCc3ccccc3)nn2C)C1	i
COc1ccc(O)c(C2CC(=O)Nc3c2c(-c2ccccc2)nn3C)c1 (stereo unspecified)	i
Fc1cccc(Nc2nc(NCC3CCCO3)nc3c2cnn3-c2ccccc2)c1 (stereo unspecified)	i
O=C(CCc1c[nH]c2ccccc12)N1CCC(Nc2ncccn2)CC1	i
CC(C)(NC(=O)c1cccs1)C(=O)NCC(c1ccc(F)cc1)N1CCCC1 (stereo unspecified)	i
CC(C)CN(Cc1ccc2c(c1)OCCCO2)Cc1ccccn1	i
NC(=O)c1ccnc(N2CCC(CO)(Cc3ccccc3C(F)(F)F)CC2)c1	i
Cn1cc(C(=O)NC2CC(=O)N(Cc3cccc4ccccc34)C2)cn1 (stereo unspecified)	i
O=C(CC1CCN(S(=O)(=O)c2ccccc2)CC1)NCCN1CCOCC1	i
CCc1cc(N2CCN(c3ccccc3OC)CC2)n2ncnc2n1	i
Cc1ccc(NC(=O)CN2CCN(Cc3cccc(Cl)c3)S2(=O)=O)cc1	+
O=C(NCc1ccccn1)c1nc[nH]c1C(=O)NCc1cccnc1	+
Cc1nc(-c2cccc(NC(=O)Nc3ccc(S(N)(=O)=O)cc3)c2)no1	i
Cc1nc(N2CCC(N3CCCCC3)CC2)nc2ccccc12	i
C=CCC1(CC=C)CCCCN1CCn1c(=O)oc2ccccc21	i
COc1cccc(NCc2nc3nc(C)c(Cc4ccc(Cl)cc4)c(=O)n3[nH]2)c1	+

Brought forward from above: 2 compounds, followed by the next part.
SMILES	FECH inh
C=CCC1(CC=C)CCCCN1CCn1c(=O)oc2ccccc21	i
COc1cccc(NCc2nc3nc(C)c(Cc4ccc(Cl)cc4)c(=O)n3[nH]2)c1	+
CC(=O)Nc1ccc(S(=O)(=O)NCCn2c(-c3ccc(F)cc3)nc3cccnc32)cc1	i
COc1ccc(N2CC(NC(=O)C3CC3)CC2=O)cc1 (stereo unspecified)	i
O=S(=O)(NCCn1c(-c2ccc(F)cc2)nc2cccnc21)c1ccc(Br)cc1	i
COc1cc(NC(=O)CSc2cc(Oc3cc(C)cc(C)c3)ncn2)cc(OC)c1	+
Cc1cc(NC(=O)COc2ccc(C(C)C)cc2)n(-c2ncnc3c2cnn3-c2ccc(F)cc2)n1	i
CCc1nc(C)c(C(=O)NCCc2cccc(C(F)(F)F)c2)o1	i
COc1ccc(-c2cc(N3CCN(S(C)(=O)=O)CC3)ncn2)cc1	i
CN1CCC(Cc2noc(-c3cccc(-c4cn[nH]c4)c3)n2)CC1	i
Cc1cccc(NC(=O)CN2CCN(Cc3ccc(F)cc3)S2(=O)=O)c1	i
Cc1ccc2cc(CN(Cc3nccn3C)C3CC3)c(=O)[nH]c2c1	i
CCOc1ccc(OCC)c(S(=O)(=O)N2CCN(c3nc(C)cc(N4CCOCC4)n3)CC2)c1	i
COc1ccccc1CNS(=O)(=O)c1ccc2c(c1)CCN2C(=O)CCC(=O)N1CCOCC1	i
CC1CCN(C(=O)c2[nH]cnc2C(=O)NC(C)C)CC1	i
COc1ccc(C)cc1NC(=O)c1cc(-c2ccc(OC)c(S(N)(=O)=O)c2)n[nH]1	i
CN(C)c1nc2c(c(N(C)C)n1)CCN(C(=O)c1cccc3c1OCC3)C2	i
CCN(CC)c1ncc(NS(=O)(=O)c2ccc(C)cc2C)cc1C(=O)O	i
O=C(Nc1cccc(N2CCCS2(=O)=O)c1)c1ccc(C(F)(F)F)cc1	i
Cc1ccc(Nc2nc(N3CCOCC3)nc3c2cnn3-c2ccccc2)cc1C	i
CCOc1ccc(CCNC(=O)CC2CCN(S(=O)(=O)c3ccccc3)CC2)cc1	i
CCCCNC(=O)c1ccc(Cn2c(=O)c3cc(OC)c(OC)cc3n(CC(=O)NC(C)C)c2=O)cc1	i
CC1CCN(C(=O)c2ccc3c(c2)N(C)C(=O)C2CCCCN32)CC1 (stereo unspecified)	i
CCN(Cc1ccc(F)cc1)C(=O)c1cc(-c2ccncc2)n[nH]1	i
COc1ccc(CC(=O)Nc2cc(C)nn2-c2ncnc3c2cnn3-c2cccc(C)c2C)cc1OC	i
Cc1nc2nc(CN(C(=O)c3ccc(F)cc3)c3ccccc3)nn2c(C)c1Cl	i
O=C(NC1CC1)C1CCCN(C2CCN(c3noc(-c4ccccc4)n3)CC2)C1 (stereo unspecified)	i
COCc1cc(CN(C)c2cc(C(C)C)nc(C)n2)[nH]n1	i
COc1cccc(Nc2cc(-c3cccc(C)c3)nc(C)n2)c1	i
Cc1cc(CN2CC3(CCNCC3)CC2C(=O)O)oc1C (stereo unspecified)	i

20 neighbouring entries from above:
SMILES	FECH inh
COc1ccc(-c2cc(C(=O)NCc3ccco3)[nH]n2)cc1S(N)(=O)=O	i
CCc1c(C)nc2ncnn2c1Sc1ccc(NC(=O)Nc2ccccc2F)cc1	i
Cc1nc2c(NCC3(COc4ccccc4)CC3)ncnc2o1	i
CC(C)SCCN1Cc2ncccc2C1=O	i
CCC(C(=O)N1CC=CC1)n1cc(C(C)=O)c2ccccc21 (stereo unspecified)	i
Cc1ccc(C(=O)Nc2cc(C)nn2-c2ncnc3c2cnn3-c2ccc(Cl)cc2)cc1	i
C=CCNc1nc(-c2nnc(-c3ccc(C)cc3)o2)nc2ccccc12	i
COc1ccc(NCc2nc3nc(C)c(Cc4ccc(Cl)cc4)c(=O)n3[nH]2)cc1	+
CCC(NC(=O)Cc1cn2ccsc2n1)c1nc(C)c(C)s1 (stereo unspecified)	i
CCc1cn[nH]c1C1CCN(C(=O)c2cc(=O)[nH]c3ccc(F)cc23)CC1	i
COc1ccccc1Nc1cc(C(C)C)nc2nc(-c3cccnc3)nn12	i
COc1ccc2cc([C@H](C)C(=O)Nc3cnc4n3CCCC4)ccc2c1	i
COc1ccccc1C(=O)Nc1nc2n(n1)C(c1ccc(F)cc1)C=C(c1ccccc1)N2 (stereo unspecified)	+
O=C(NCc1nncn1C1CCCCC1)c1cc2sccc2[nH]1	i
CC(C)Nc1ncc(C(=O)N(Cc2ccco2)C(C)C(C)C)cn1 (stereo unspecified)	i
COc1ccc(OC)c(C(C)n2ccnc2C(C)C)c1 (stereo unspecified)	i
OCC1(O)CCN(c2cccc(C(F)(F)F)n2)CC1	i
CC1CCN(c2ccc(NC(=O)CN3C(=O)c4ccccc4S3(=O)=O)cc2Cl)CC1	i
CCN(CC)CCNc1nc(Nc2ccc(C)cc2)c2cnn(-c3ccccc3)c2n1	i
OCC#Cc1csc(CN2CC3CC4CC2C[C@@H](C4)C3)c1	i

This is a subset; the hit share may differ from the screen's.
